EphA4 KYL inhibition: EphA4 ligand-binding antagonists – biochemical, colorimetric, mouse EphA4, primary screen (AID 689); EphA4-AP binding to KYL peptide, pNPP A405; higher % means a stronger effect; inhibition, % at 10 µM, or IC50 in µM where a hit was titrated; hit rate 0.1% among 62,000; in the data active means a potency from the dose series; inactive means the rest, 99 in 100 with inhibition below about 22%
Starred values were filed as active, the others as inactive. The list is partial, so the mix of outcomes need not match the whole.

#	molecule	EphA4 KYL inhibition
1	CCOC(=O)c1[nH]c2ccc(OC)cc2c1NC(=O)c1nonc1C	-6%
2	Cc1ccc(SCc2c(-c3ccccc3)nn(C)c2Cl)cc1	2%
3	Cc1cc(C)cc(N2C(=O)NC(=O)/C(=C\c3ccc(Br)cc3)C2=O)c1	3%
4	Clc1ccc(/C=N/Nc2nnc(-c3ncc[nH]3)c3ccccc23)cc1	-7%
5	O=C(OCc1ccccc1)c1cn(-c2ccccc2)nc1-c1ccncc1	-11%
6	CCc1ccc(C(=O)CC2(O)C(=O)Nc3ccccc32)cc1 (stereo not given)	-3%
7	Cc1nnc2n(C3CCCCC3)c(=O)c3c4c(sc3n12)COC(C)(C)C4	-4%
8	COc1ccc(-c2nsc3c(N4CCCC4)ncnc23)cc1	1%
9	O=C(NC(=S)NNC(=O)c1cccs1)c1ccco1	-4%
10	O=c1nc(-c2ccccc2)c2cc(SC(F)(F)F)ccc2[nH]1	4%
11	Cc1ccc(NC(=S)Nc2ncccc2C)c(C)c1	-8%
12	COc1ccc2c(C)c(C)c(=O)oc2c1C	-2%
13	CCOC(=O)N1CCN(C(=O)CN(c2ccc(Cl)c(C(F)(F)F)c2)S(C)(=O)=O)CC1	-7%
14	O=C(COc1ccccc1)NC(NC(=S)Nc1ccccc1O)C(Cl)(Cl)Cl (stereo not given)	-7%
15	Cc1cc2cc(C(c3nnnn3C(C)(C)C)N(Cc3ccco3)CC3CCCO3)c(=O)[nH]c2cc1C (stereo not given)	-9%
16	O=C(COC(=O)c1ccccn1)Nc1ccccc1Cl	2%
17	COc1ccccc1CNC(=O)CN1C(=O)C(C)N(c2ccc(C)cc2)C1=O (stereo not given)	-12%
18	CC(NC(=O)CN(c1ccc(Cl)cc1)S(C)(=O)=O)c1ccccc1 (stereo not given)	0%
19	CCc1ccc(/C=C2\C(=O)NN(c3ccccc3)C2=O)cc1	0%
20	COc1cc(C=O)ccc1OCCOCCOc1cc(C)ccc1Cl	0%
21	CCOC(=O)c1cc2sccc2n1CC(=O)N1CCCC1	-8%
22	CCOC(=O)c1cnc(SC)nc1N	-13%
23	CCOc1ccccc1N1CCN(Cc2cccc(OC)c2OC)CC1	9%
24	O=C(c1nn2c(c1Cl)NC(c1cccs1)CC2C(F)(F)F)N1CCN(c2ccc(F)cc2)CC1 (stereo not given)	-6%
25	CC(=O)c1ccc(S(=O)(=O)NCCCC(=O)NCCc2ccccn2)cc1	-20%
26	COc1ccccc1N1CCN(CC(O)COc2c(OC)cccc2OC)CC1 (stereo not given)	2%
27	COC(=O)c1ccccc1NC(=O)c1cc([N+](=O)[O-])ccc1Cl	-2%
28	O=C(CO)N/N=C/c1ccc(Cl)cc1	3%
29	O=C(NCc1ccc(Cl)cc1)c1ccc(Cl)cc1[N+](=O)[O-]	-3%
30	COCCOC(=O)C1=C(C)N(Cc2ccccc2)C(=O)NC1c1ccc(OC)cc1 (stereo not given)	-4%
31	CCn1c(SCC(=O)Nc2nc3ccc(OC)cc3s2)nnc1-c1ccoc1C	-2%
32	COC(=O)c1sc(S(=O)(=O)N2CCCCC2)c(C(=O)OC)c1C	-8%
33	Clc1ccc(-c2csc(NNC3=NCCCCC3)n2)cc1	-11%
34	CC(C)CCn1c(=O)[nH]c2ccccc21	-18%
35	Nc1ccc2c(c1)-c1ccccc1S(=O)(=O)N2	-26%
36	O=C(Oc1cccc(C(=S)N2CCOCC2)c1)c1ccc([N+](=O)[O-])cc1	-17%
37	NC(=O)c1ccc(N2CCCCC2)c(N2C(=O)C3CC=CCC3C2=O)c1 (stereo not given)	-5%
38	CCN(CC)CCN1C(=O)C(O)=C(C(=O)/C=C/c2ccccc2)C1c1ccc(Cl)cc1 (stereo not given)	9%
39	CCOC(=O)c1csc(Nc2nc3ccc(F)cc3s2)n1	-7%
40	CCOC(=O)Cn1c(-c2cccnc2Cl)nc2cc(Cl)c(Cl)cc21	-10%
41	CC(C)(C)C(=O)Nc1ccc(C(=O)N/N=C/c2ccccc2OC(=O)c2ccc(Cl)cc2Cl)cc1	5%
42	Cc1ccc(CC(NC(=O)c2ccccc2)C(=O)NC(C)C(=O)O)cc1 (stereo not given)	2%
43	O=C(N/N=C/c1ccco1)c1ccncc1	3%
44	COc1ccc(-c2nnc3c4ccccc4c(C)nn23)cc1	-10%
45	O=C(CCl)Nc1ccccc1Sc1ccccc1	-5%
46	COc1ccc(NC(=O)CCC(=O)OCc2ccc(C(=O)Oc3ccc(Cl)cc3)cc2)cc1	-6%
47	O=C(C1c2ccccc2C(=O)N2CCc3ccccc3C12)N1CCN(Cc2ccccc2)CC1 (stereo not given)	-16%
48	CCc1cc(C(=O)c2ccccc2OC)c(N)s1	-7%
49	CC(C)CC1(C)NC(=O)NC1=O (stereo not given)	6%
50	CCCCCCC1CC(C)(/C(C)=N/NC(N)=O)OC1=O (stereo not given)	-16%

Some of the entries above in a different format:
| No. | EphA4 KYL inhibition | canonical_smiles |
| --- | --- | --- |
| 36 | -17% | O=C(Oc1cccc(C(=S)N2CCOCC2)c1)c1ccc([N+](=O)[O-])cc1 |
| 37 | -5% | NC(=O)c1ccc(N2CCCCC2)c(N2C(=O)C3CC=CCC3C2=O)c1 (stereo not given) |
| 38 | 9% | CCN(CC)CCN1C(=O)C(O)=C(C(=O)/C=C/c2ccccc2)C1c1ccc(Cl)cc1 (stereo not given) |
| 39 | -7% | CCOC(=O)c1csc(Nc2nc3ccc(F)cc3s2)n1 |
| 40 | -10% | CCOC(=O)Cn1c(-c2cccnc2Cl)nc2cc(Cl)c(Cl)cc21 |
| 41 | 5% | CC(C)(C)C(=O)Nc1ccc(C(=O)N/N=C/c2ccccc2OC(=O)c2ccc(Cl)cc2Cl)cc1 |
| 42 | 2% | Cc1ccc(CC(NC(=O)c2ccccc2)C(=O)NC(C)C(=O)O)cc1 (stereo not given) |
| 43 | 3% | O=C(N/N=C/c1ccco1)c1ccncc1 |
| 44 | -10% | COc1ccc(-c2nnc3c4ccccc4c(C)nn23)cc1 |
| 45 | -5% | O=C(CCl)Nc1ccccc1Sc1ccccc1 |
| 46 | -6% | COc1ccc(NC(=O)CCC(=O)OCc2ccc(C(=O)Oc3ccc(Cl)cc3)cc2)cc1 |
| 47 | -16% | O=C(C1c2ccccc2C(=O)N2CCc3ccccc3C12)N1CCN(Cc2ccccc2)CC1 (stereo not given) |
| 48 | -7% | CCc1cc(C(=O)c2ccccc2OC)c(N)s1 |
| 49 | 6% | CC(C)CC1(C)NC(=O)NC1=O (stereo not given) |
| 50 | -16% | CCCCCCC1CC(C)(/C(C)=N/NC(N)=O)OC1=O (stereo not given) |

The listing continues:
#	molecule	EphA4 KYL inhibition
51	Cc1ccc(C2CC(=O)c3cnc(N4CC(C)CC(C)C4)nc3C2)cc1 (stereo not given)	-6%
52	Cc1ccc(S(=O)(=O)Nc2ccccc2F)cc1C(=O)NCCCN1CCCC1=O	-6%
53	Cc1cc(N/C=C\C(=O)c2ccc(Cl)c(Cl)c2)no1	7%
54	O=S(=O)(c1ccccc1)c1cnn(-c2ccccc2)c1-c1ccc(F)cc1	-2%
55	Cc1ccccc1S(=O)(=O)Oc1ccccc1C(=O)Oc1ccccc1	0%
56	Cc1onc(-c2ccccc2Cl)c1C(=O)NCCCN1CCOCC1	-7%
57	O=C(NNC(=O)c1ccc([N+](=O)[O-])o1)c1ccccc1	0%
58	COc1ccc(Cl)cc1C(=O)Nn1c(C)nc2ccccc2c1=O	6%
59	Cc1cc(C)c2nc(N3CCCN(C(=O)c4ccco4)CC3)c(C#N)cc2c1	17µM*
60	Cc1cc(N2CCOCC2)nc2ccc(NC(=O)CCC(=O)N3CCC(C)CC3)cc12	4%
61	CCOC(=O)c1c(N)sn(-c2ccccc2C)c1=S	1%
62	Cc1ccc(N2C(=O)CC(Cc3ccc(Cl)cc3)C2=O)cc1C (stereo not given)	-17%
63	CC(C)Oc1cccc(-c2nnc(SCC(=O)Nc3ccc4c(c3)OCCO4)n2N)c1	-10%
64	COc1ccc(NC(=O)Cn2cccc2)cc1Cl	-3%
65	Cc1cc(/C([O-])=C(/C(=S)Nc2ccccc2)[n+]2ccccc2)c(C)n1-c1ccccc1	-11%
66	Cc1ccc(C)c(N2CCN(C(=O)C3CCN(c4nnc(N5CCCC5=O)s4)CC3)CC2)c1	9%
67	O=[N+]([O-])c1ccc(NC(=S)N2CCN(c3ccc(F)cc3)CC2)cc1	-5%
68	CC(C)OC(=O)CSc1nc(N)c(C#N)c(-c2ccco2)c1C#N	14%
69	O=C(CN(C1CCCCC1)S(=O)(=O)c1ccc(Cl)cc1)NCc1cccnc1	0%
70	O=C1SC(c2ccccc2)=N/C1=C/c1ccco1	-12%
71	O=C(CC1SC(=O)NC1=O)Nc1cccc(O)c1 (stereo not given)	-9%
72	CCCC(C)C(=O)Nc1ccc(Cl)cc1Cl (stereo not given)	4%
73	CCOC(=O)C1=C(C)NC(=O)CC1c1cc2c(cc1Br)OCO2 (stereo not given)	-15%
74	Clc1cccc(-c2cc3nc4c(c(NCc5ccco5)n3n2)CCCC4)c1	-6%
75	CCn1c(/C=N/n2cnnc2)nc2ccccc21	9%
76	O=C(CCN1CCc2ccccc2C1)Nc1ccccc1	-3%
77	COc1ccc(-n2ncc3c(N4CCN(c5cc(C)ccc5C)CC4)ncnc32)cc1	-4%
78	COC(=O)c1ccc(Cn2cc(Cl)cn2)cc1	-6%
79	O=C(Nc1ccc(F)c([N+](=O)[O-])c1)c1ccc2c(c1)OCCO2	-1%
80	COc1ccc(S(=O)(=O)N2CCCN(CC(=O)Nc3ccc(OC)c(Cl)c3)CC2)cc1	3%
81	CC(C)CC(=O)Nc1ccccc1N1CCOCC1	-7%
82	Cc1ccc(SCCNC(=S)Nc2cc(C)cc(C)c2)cc1	-23%
83	Cc1ccn(C(=O)c2cc3ccccc3oc2=O)n1	-2%
84	O=C(NC1(C(F)(F)F)C(=O)Nc2c1c(=O)[nH]c(=O)n2Cc1ccccc1)c1ccco1 (stereo not given)	-17%
85	O=C(Nc1cccc(-c2nc3cc(Cl)ccc3o2)c1)c1ccc2c(c1)OCCO2	-14%
86	Cc1ccc(-c2nnc(N3CCOCC3)c3ccccc23)cc1S(=O)(=O)NCC1CCCO1 (stereo not given)	-9%
87	COc1cc(NC(=O)c2ccco2)c(OC)cc1NC(=O)CCC(=O)Nc1cc(C)ccc1C	-9%
88	CCc1nnc(NC(=O)CSc2nnc(Cc3ccccc3)n2Cc2ccccc2)s1	1%
89	COc1ccc(-n2c(SCC(=O)Nc3ccc4c(c3)OCO4)nc3ccccc3c2=O)cc1	-2%
90	CC1(C)CC(NC(=O)COc2ccc3ccccc3c2)CC(C)(C)N1	-11%
91	Cc1cc(C)nc(-n2nc(C)cc2NC(=O)c2ccc3c(c2)OCO3)n1	-9%
92	O=C(O)C(Cc1ccccc1)n1cnnn1 (stereo not given)	-1%
93	O=C(Nc1ccccc1)c1ccccc1OCC(O)CN1C(=O)c2ccccc2S1(=O)=O (stereo not given)	-17%
94	COC(=O)C1[C@H]2C(=O)N(Cc3cccs3)C[C@]23C=C[C@H]1O3 (stereo not given in full)	-3%
95	COC(=O)c1ccc(CON2C(=O)c3ccccc3C2=O)cc1	-11%
96	O=C1CC(C2CCCO2)C(=O)N1c1cccc(Cl)c1 (stereo not given)	-7%
97	CN(C)S(=O)(=O)c1ccc2c(c1)nc(CCC(=O)NCC1CCCCC1)n2C	-11%
98	COc1ccc2[nH]c(=O)c(CN(Cc3ccco3)Cc3nnnn3Cc3ccccc3)cc2c1	15%
99	Cc1cc(OCC(=O)Nc2ccc(N3CCOCC3)c(Cl)c2)cc(C)c1Cl	-3%
100	CC(C)(C)NC(=O)C(c1ccccn1)N(C(=O)C1CSC(=O)C1)c1ccc(F)cc1 (stereo not given)	-14%

Quoted at random: 2 records from the list
#	molecule	EphA4 KYL inhibition
45	O=C(CCl)Nc1ccccc1Sc1ccccc1	-5%
19	CCc1ccc(/C=C2\C(=O)NN(c3ccccc3)C2=O)cc1	0%

(next part)
#	molecule	EphA4 KYL inhibition
101	COc1cc2ccccc2cc1C(=O)Nc1ccc2c(c1)C(=O)N(C)C2=O	-5%
102	Cc1cccc(N2C(=O)CC(N(O)c3ccccc3)C2=O)c1 (stereo not given)	-3%
103	CCN1C(=O)CSC1=NC1C2CC3CC(C2)CC1C3 (stereo not given)	7%
104	Cc1cc(N)n(-c2ccc3ccccc3c2)n1	-14%
105	CCCN(CCC)CC(O)CN(c1cc([N+](=O)[O-])ccc1OC)S(=O)(=O)c1ccccc1 (stereo not given)	-12%
106	CCN1CCN(Cc2c(O)ccc3c(=O)c(-c4ccc(OC)c(OC)c4)c(C(F)(F)F)oc23)CC1	6%
107	Oc1c(C(c2cccs2)N2CCOCC2)sc2ncnn12 (stereo not given)	4%
108	Cc1ccc(S(=O)(=O)c2ccc(C)cc2)cc1	-2%
109	CCOC(=O)C(CC(=O)O)N1CCCCC1 (stereo not given)	-14%
110	O=C(NCC1CCCO1)c1ccc(/C=N/O)nc1 (stereo not given)	-13%
111	COc1ccccc1Nc1nc(Nc2ccccc2OC)nc(N2CCOCC2)n1	-3%
112	O=C1CCCc2c1[nH]c1c(Br)cccc21	-4%
113	CN1CC(c2ccc(C#N)cc2)C2(COc3ccccc3C2=O)C12C(=O)Nc1ccccc12 (stereo not given)	-9%
114	O=C1NC(c2ccc3c(c2)OCO3)Nc2ccccc21 (stereo not given)	11%
115	O=C(NCCc1ccc(Cl)cc1)C(=O)Nc1ccccc1	0%
116	Cc1cc(NC(=O)c2cc(-c3ccco3)on2)nn1Cc1ccc(Cl)cc1	-4%
117	Cc1nc2c(Cl)cc(Cl)cc2[nH]1	-7%
118	Cc1ccc(S(=O)(=O)NNC(=O)C2CCN(S(=O)(=O)c3ccc(C)cc3)CC2)cc1	-14%
119	CC1Cc2ccccc2N1C(=O)Cn1nc(C(=O)O)c2ccccc2c1=O (stereo not given)	-2%
120	CC(Oc1cccc(F)c1)C(=O)/C=C\N(C)C (stereo not given)	8%
121	COC(=O)c1nn(-c2ccccc2)c(Sc2ccc(Cl)cc2)c1/C=N/O	-6%
122	NS(=O)(=O)c1ccc(CNC(=O)/C=C/c2c(Cl)cccc2Cl)cc1	-5%
123	CC12CC(c3ccccc3O1)N(C(=O)c1ccco1)C(=S)N2c1ccc(F)cc1 (stereo not given)	-4%

Assay outcomes as filed in PubChem BioAssay.
